# LMP1 NFkB inh – inhibitors of Epstein-Barr LMP1-induced NF-kappaB reporter. AID 504558. 350,000 tested, 0.69% active. inhibition, % at 12.5 µM. LMP1-induced NF-kappaB luciferase reporter cells, luminescence; in the data active means inhibition above about 41%;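 further: 0% = neutral control wells and 100% = reference inhibitor control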
# TLR9-MyD88 inh – TLR9-MyD88 interaction inhibition; inhibition, % at 4.98 µM; Q9NR96+Q99836; CHO BLA complementation TLR9-MyD88, CCF4 FRET ratio; 340,000 tested, 0.21% active;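 active means inhibition above the mean over all tested compounds plus 3 SD, cut at about 21% in these data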;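 further: 0% = DMSO only wells and 100% = clavulanate BLA inhibitor control wells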
# Vif imaging – blocks HIV Vif function; HEK293T cells, Vif self-association by quenched fluorescence, imaging, 24 h; inhibition, % at 7.49 µM; 340,000 tested, 0.35% active; in the data active means inhibition above about 50%, passing the limit was not always enough; further: some results filed as inactive read as strong as hits
# SRC1 inh – inhibitors of human steroid receptor coactivator 1 (SRC1) | Q15788 | HEK293 GAL4-SRC1 luciferase reporter, luminescence | inhibition, % at 3.6 µM | 360,000 tested, 0.12% active;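 active means inhibition above the campaign mean plus 3 SD, with each screening campaign given its own cutoff, cut at about 60% in these data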;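 further: 0% = DMSO treated cells and 100% = gossypol at 36 µM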
# C8 TRAIL sens – sensitizes caspase-8 expressing cells to TRAIL; NB7+C8 cells + TRAIL, ATPlite viability luminescence; inhibition (viability loss, TRAIL sensitization), % at 10 µM; 360,000 tested, 1% active;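 active means compounds causing at least 50% loss of cell viability in the single-dose screen, relative to plate controls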
# SRC3 inh – inhibits human SRC3 coactivator; 360,000 tested, 0.17% active; Q9Y6Q9; HEK293 GAL4-SRC3 luciferase reporter, luminescence; inhibition, % at 3.6 µM;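 active means inhibition above a per-campaign cutoff, the mean of all compounds plus 3 SD, cut at about 60% in these data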;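 further: 0% = DMSO-treated cells and 100% = gossypol-treated cells at 36 µM; higher means less SRC3-driven luciferase light from the GAL4 reporter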
# Target sequence (Q9Y6Q9 whole entry, looked up, the tested form may be a part): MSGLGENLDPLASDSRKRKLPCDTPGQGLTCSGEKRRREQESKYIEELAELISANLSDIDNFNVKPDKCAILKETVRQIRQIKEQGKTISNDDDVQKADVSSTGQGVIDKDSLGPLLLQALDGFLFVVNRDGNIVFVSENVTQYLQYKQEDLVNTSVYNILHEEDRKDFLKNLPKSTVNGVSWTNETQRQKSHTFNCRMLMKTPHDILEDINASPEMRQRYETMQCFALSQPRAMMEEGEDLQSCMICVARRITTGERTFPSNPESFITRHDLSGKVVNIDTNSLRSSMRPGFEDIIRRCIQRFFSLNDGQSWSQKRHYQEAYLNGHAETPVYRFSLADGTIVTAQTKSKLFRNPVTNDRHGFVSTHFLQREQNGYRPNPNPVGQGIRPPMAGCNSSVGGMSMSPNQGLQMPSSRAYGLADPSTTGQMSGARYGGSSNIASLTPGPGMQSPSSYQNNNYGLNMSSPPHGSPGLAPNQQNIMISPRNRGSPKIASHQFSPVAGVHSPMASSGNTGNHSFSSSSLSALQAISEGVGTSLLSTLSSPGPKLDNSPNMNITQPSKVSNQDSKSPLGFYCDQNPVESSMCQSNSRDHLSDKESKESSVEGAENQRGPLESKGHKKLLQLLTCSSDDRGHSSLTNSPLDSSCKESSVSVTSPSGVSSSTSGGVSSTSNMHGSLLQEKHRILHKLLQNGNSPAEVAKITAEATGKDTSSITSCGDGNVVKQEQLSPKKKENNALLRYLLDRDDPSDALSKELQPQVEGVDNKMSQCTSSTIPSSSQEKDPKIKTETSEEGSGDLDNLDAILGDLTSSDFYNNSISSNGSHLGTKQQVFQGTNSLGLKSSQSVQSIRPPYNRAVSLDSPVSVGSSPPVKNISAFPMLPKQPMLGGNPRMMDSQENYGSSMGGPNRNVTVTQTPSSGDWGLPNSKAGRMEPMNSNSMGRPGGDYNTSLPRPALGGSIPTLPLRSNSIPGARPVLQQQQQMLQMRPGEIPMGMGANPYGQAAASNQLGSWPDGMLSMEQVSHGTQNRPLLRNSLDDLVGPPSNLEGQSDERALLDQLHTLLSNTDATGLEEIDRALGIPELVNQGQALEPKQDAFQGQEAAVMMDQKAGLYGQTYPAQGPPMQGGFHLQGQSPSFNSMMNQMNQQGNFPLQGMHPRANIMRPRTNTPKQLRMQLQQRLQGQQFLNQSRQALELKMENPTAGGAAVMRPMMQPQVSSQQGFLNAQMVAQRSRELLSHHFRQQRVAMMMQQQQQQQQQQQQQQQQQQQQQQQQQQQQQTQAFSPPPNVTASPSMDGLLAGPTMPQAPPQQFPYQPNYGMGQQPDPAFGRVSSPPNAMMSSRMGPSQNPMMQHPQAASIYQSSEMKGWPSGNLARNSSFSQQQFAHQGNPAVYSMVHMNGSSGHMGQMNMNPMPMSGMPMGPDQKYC
# NOD2-RIPK2 inh – blocks binding of human NOD2 to RIPK2; inhibition, % at 4.98 µM; CHO BLA complementation NOD2-RIPK2, CCF4 ratio; 360,000 tested, 0.38% active; in the data active means inhibition above about 21%;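 further: 0% = vehicle only and 100% = reference blocker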
# TROY signal inh – inhibitors of TROY-dependent NF-kB signaling; Q293 LMP1-TROYcd NF-kB luciferase reporter, 4 h; 360,000 tested, 0.98% active; inhibition, % at 10 µM;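 active means compounds whose plate-normalised and pattern-corrected inhibition of the luciferase reporter signal at the single screening dose is 50% or more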
# NCOA2 inhibitor – human SRC2 (NCOA2) inhibition | HEK293 GAL4-SRC2 luciferase reporter, luminescence | inhibition, % at 9 µM | 370,000 tested, 0.17% active;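 active means inhibition above the mean inhibition of all tested compounds plus 3 SD, set per campaign, cut at about 52% in these data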;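 further: 0% = DMSO treated cells and 100% = cells given Gossypol at 36 µM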
# COUP-TFII inh – NR2F2 (human) inhibition, primary screen | P24468 | HEK293T NGFI-A luciferase reporter, luminescence | inhibition, % at 8.6 µM | 370,000 tested, 0.7% active;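 active means inhibition above a per-plate cutoff, mean inhibition of test wells between control levels plus 3 SD, cut at about 38% in these data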;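 further: cells cotransfected with COUP-TFII expression vector driving the NGFI-A reporter; 0% = median of COUP-TF2 test wells and 100% = reporter-only cells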
# LRH-1 inv ag – NR5A2 inverse agonism in reporter assay. O00482. HEK293T StAR-luciferase reporter, LRH-1 transfected, 24 h. inhibition, % at 3.6 µM. 360,000 tested, 0.13% active. AID 602396;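 active means inhibition above the mean inhibition of all tested compounds plus 3 SD, cut at about 73% in these data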;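 further: 0% = DMSO wells and 100% = reporter-only cells lacking LRH-1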
# Active calls of the source: *; · = not tested or not shown. Some of the compounds tested (hit frequency here may not be typical).
# Every second line gives: LMP1 NFkB inh, TLR9-MyD88 inh, Vif imaging, SRC1 inh, C8 TRAIL sens, SRC3 inh, NOD2-RIPK2 inh, TROY signal inh, NCOA2 inhibitor, COUP-TFII inh, LRH-1 inv ag
CC(=O)NS(=O)(=O)c1cccnc1Nc1cccc(Cl)c1C
  2, 1, 21, -31, -14, -3, 5, 7, -5, -13, -10
Cc1ccc(NC(=O)C2Cc3ccccc3O/C2=N\O)cc1C (stereo not drawn)
  -3, 9, -3, -47, -4, -73, -8, -7, -51, 5, -56
Cc1ccc2occ(/C=C/C(=O)O)c(=O)c2c1
  -5, -1, -2, -33, -1, -9, 2, 3, 2, -19, -10
COc1ccc(C(=O)C2CCCN(Cc3ccc4nonc4c3)C2)cc1F (stereo not drawn)
  -6, 5, 6, 8, 2, 22, 3, 7, 1, -3, 4
O=C(CCc1ccccc1)NCCC1=CCCCC1
  -23, -5, -4, -59, -10, -10, 4, -72, -7, -18, -28
COc1ccc(-c2noc(CN(C)C(=O)CCCN3C(=O)[C@H]4CC=CC[C@H]4C3=O)n2)cc1
  -2, 6, -10, -5, -5, -6, 7, -3, -26, 25, 20
COc1cccc(C2C3=C(CCCC3=O)Nc3nc(-c4cc(OC)c(OC)c(OC)c4)nn32)c1 (stereo not drawn)
  2, -20, -12, -9, 10, 14, -8, -19, -23, -5, 4
Cc1ccc(NCCC(=O)c2cccs2)cc1C
  -53, 3, 0, -88, 12, -74, -3, 28, -44, -23, -88
CCCC1CC(C)(C(=O)Cn2[nH]c(=O)ccc2=O)OC1=O (stereo not drawn)
  8, 3, -7, -23, 0, 10, -13, 4, 8, 10, 10
Cc1ccc(SCC(=O)N2c3ccccc3Sc3ccccc32)cc1
  4, 2, -1, 10, -9, -3, -2, -5, -3, 1, 4
O=C(CC(C(=O)O)c1cccc(Cl)c1)c1ccccc1 (stereo not drawn)
  -4, 1, ·, -12, 5, -11, 5, -17, -8, -1, -10
CCCn1c(CCl)nc2cc(S(=O)(=O)N3CCOCC3)ccc21
  6, -5, 19, 4, 1, -13, -1, 8, -14, -15, 11
Cn1cccc1C(=O)OCC(=O)N1CCc2ccccc21
  -16, -7, 6, -76, -10, -59, -11, -38, -59, -22, -102
Cc1cc(C(=O)N2CCN(C(c3ccccc3)c3ccccc3)CC2)no1
  -7, -12, ·, 6, -12, -3, 17, 14, 7, 9, 3
Cc1ccc(CNC(=O)CN(c2ccc(C)cc2)S(=O)(=O)c2c(C)nn(C)c2C)cc1
  0, -7, -3, 11, 1, -18, -3, -6, -2, -12, 0
CS(=O)(=O)c1ccc(-c2cc(NC=O)c3ncc(-c4ccc(F)cc4)n3c2)cc1
  ·, ·, -4, 9, 8, -8, -16, 21, -9, -14, 48
COC(=O)c1cc(NC(=O)C2(S(=O)(=O)c3ccc(C)cc3)CC2)cc(C(=O)OC)c1
  3, 2, 3, -27, 6, -4, -9, 7, 16, 3, 4
Oc1cccc2c(-c3nn[nH]n3)ccnc12
  -5, 7, -3, -10, 5, -6, 3, -7, -13, 5, -9
COC(=O)c1ccc(NC(=S)N2CCN(C)CC2)cc1
  2, -3, -1, -35, -3, 14, -3, -8, -1, 7, -10
Cc1ccc(-c2csc(NC(=O)CCNC(=O)c3ccco3)n2)cc1
  1, 9, -6, -20, 1, -7, -1, 5, -37, -12, -30
COc1ccc([C@H]2CC(=O)C=C(c3ccc(C)cc3)C2)cc1
  -4, 6, -12, -15, -3, -17, -1, -46, 7, -12, -37
Cc1ccc(C)c2[nH]c(=O)c(CCNC(=O)Cc3cccs3)cc12
  -1, 13, 9, -2, -3, -6, -11, 2, -15, 11, 4
COc1ccc2[nH]c3c(=O)n(Cc4ccc(C(=O)N5CCC(C(N)=O)CC5)cc4)c(=S)[nH]c3c2c1
  0, 15, 15, -13, -4, 5, -4, 8, -1, 6, 12
Cc1nnc(NC(=O)C(C)Sc2nnc(-c3ccco3)n2C(C)C)s1 (stereo not drawn)
  -8, -3, -4, 2, -20, 9, -16, 0, -6, 6, 7
Cc1cccc(N2CCN(C(=S)c3ccc([N+](=O)[O-])cc3)CC2)c1
  -1, -8, 10, -20, 0, 4, 4, 4, -16, 5, 14
O=C(Oc1ccnc2cc(Cl)ccc12)N1CCCCCC1
  15, -6, 4, -8, 17, 2, -3, 1, 31, 10, -2
CCOC(=O)c1cccc(N2C(=O)Nc3ccccc3N2O)c1
  -13, 4, 7, -5, 3, 11, -1, -15, -34, 15, 7
COc1cc(NC(=O)C2(C)CCCN(C(C)C)C2)cc(OC)c1OC (stereo not drawn)
  ·, ·, 2, 2, 21, 0, -11, -4, -15, -3, -21
O=C(CNC(=O)c1ccc2c(c1)OCO2)Nc1cccc(Br)c1
  1, 0, 8, -8, -13, -3, -1, 6, 36, -5, 1
CCC(=O)NC(=S)Nc1ccc(NC(=O)c2ccccc2[N+](=O)[O-])cc1
  -2, -11, 0, -5, -12, -10, 3, -2, -14, 2, 15
COc1cc(S(=O)(=O)Nc2ccccc2)ccc1NC=O
  -2, -7, 3, 3, -17, 13, -1, -1, 6, -1, 19
CCOC(=O)N1CCN(C(=O)C2CCCN(c3ncnc4c3nc3n4CCCCC3)C2)CC1 (stereo not drawn)
  -3, -4, 0, -5, 1, -10, -15, 12, 12, 19, 3
COC(=O)NCCc1cc(OC)c(OC)cc1S(=O)(=O)N1CC(=O)Nc2ccccc21
  -3, -10, -7, 8, -12, -10, -14, -10, -43, -3, -11
COc1ccc2c(c1)C(=O)O[C@@H](c1ccccc1)C[C@@H](O)C(=O)CC2
  ·, ·, ·, ·, 33, ·, -5, -8, -10, 18, -21
CCN1CCN(CC(=O)Nc2cccc(C)c2C)C(=O)C1=O
  6, 6, -2, 2, -14, -16, 8, -5, 19, -4, -1
Cc1ccc(C(=O)NNC(=O)c2ccc(SCC3CCCO3)c([N+](=O)[O-])c2)cc1 (stereo not drawn)
  0, -5, ·, -1, 13, 9, 0, 7, -4, -3, 2
CCn1c(CSc2nc3ccccc3[nH]2)nc2cc(C(=O)O)ccc21
  -13, 7, -6, -10, -8, 3, -1, -19, -6, 16, 17
O=C(N/N=C1\CCCc2ccccc21)c1cccc([N+](=O)[O-])c1
  4, -6, -1, -21, -7, -14, -9, -5, -29, -11, -21
Cn1c(=O)c2c(nc(NCCc3ccccc3)n2Cc2ccc(F)cc2)n(C)c1=O
  0, -8, -17, 0, 22, -5, -2, 27, 17, 13, -1
O=C(C(=O)N1CCN(C(=O)OCc2ccccc2)CC1)c1cccs1
  ·, ·, ·, ·, 4, ·, -14, ·, 12, 24, -27
COc1ccc(S(=O)(=O)N2CCC3(CC2)OCCN3S(=O)(=O)c2ccccc2)cc1OC
  3, -7, -5, -22, -13, 5, -6, 7, 0, 12, -8
CN(CC(=O)Nc1ccc(Cl)cc1)CC(=O)Nc1ccc(C(N)=O)cc1
  8, 1, 7, -16, 0, 14, -9, -20, -5, 17, 23
CC(C)c1ccc(CNNC(=O)c2ccccc2)cc1
  -23, -5, 3, -58, 10, -39, -1, -31, -42, -20, -107
O=C(CN1C(=O)C(c2ccccc2)Oc2cccnc21)NCc1ccccc1F (stereo not drawn)
  57*, 5, 7, -2, 3, 3, -4, -11, 1, 1, -1
Cc1cc(C)n(CCN(C)C(=O)CCc2nnc(-c3ccc4c(c3)OCO4)o2)n1
  -2, 9, -2, 10, -3, 2, -9, 8, -19, -10, -10
Cn1c(=O)[nH]c(=O)c2c1nc(Br)n2CC(O)COc1ccc(Cl)cc1 (stereo not drawn)
  2, 6, 13, 12, -7, 25, -11, 2, 7, -4, 23
Cc1oc(-c2cccc(Cl)c2)nc1CS(=O)(=O)CC(=O)NCCN1CCCC1
  2, 3, 18, 2, -4, 1, -5, 3, 6, 19, -24
C/C(=N\NC(=O)c1ccccc1)c1nc2ccccc2n1C
  5, 0, -1, 11, -7, 7, 5, -7, -10, -4, -2
CCOC(=O)c1c(C)oc2c1c(C(c1cccnc1)N1CCCCC1)c(O)c1ccccc12 (stereo not drawn)
  -8, 0, ·, -71, 1, -70, 2, -14, -69, -63, -109
CCCCN(C(C)=O)c1c(CC)nc2ccc(C(=O)NCCCN(C)C)cn12
  ·, ·, 2, 12, 12, -2, -4, -15, -12, 10, -19
Cc1ccc(NC(=O)NC2CCCCC2)cc1S(=O)(=O)N1CCOCC1
  -2, 2, 2, 10, -2, 16, -3, 11, -15, -11, -3
CCOC(=O)CCCNC(=O)COC(=O)c1cccc(C)c1O
  5, -2, -1, 4, -6, 2, -22, 2, -2, -9, 6
O=C1CCC(C(=O)OCC(=O)N2N=C3/C(=C/c4ccccc4)CCCC3C2c2ccccc2)N1 (stereo not drawn)
  12, 7, -12, -15, -5, 7, 13, 3, -1, 13, -1
Cc1cccc(C)c1NC(=O)CN1CCN(C(=O)CNC(=O)c2ccc(N3CCCC3=O)cc2)CC1
  0, -1, -2, 12, -8, 5, -2, 20, -16, -18, 19
Cc1ccc(-c2noc(/C=C/c3ccccc3)n2)cc1
  -17, 5, 0, -45, 0, -41, 11, -51, -31, -8, -7
Cc1cccc(C(=O)NCC(=O)OCC(=O)N2CCN(S(=O)(=O)c3ccc(C)cc3C)CC2)c1
  1, 1, 10, 1, 1, 16, -16, -1, -45, -5, -5
CCN(C(=O)CN1CCN(c2ccccc2OC)CC1)c1c(N)n(Cc2ccccc2)c(=O)[nH]c1=O
  3, -9, ·, 4, 3, 5, -5, -7, 12, 9, 4
Nc1nonc1-n1nnc(C(=O)N/N=C/c2ccc(OCc3ccccc3)cc2)c1CN1CCCCC1
  -15, -3, -16, 0, 27, -4, -4, 11, -9, 16, 2
CCc1nnc(NC(=O)C2CCN(c3nccc(C)n3)CC2)s1
  2, -6, -7, -8, -7, 12, 4, -11, -10, 5, -2
O=C(COC(=O)/C=C/c1ccccc1[N+](=O)[O-])NCc1ccco1
  6, 4, 6, 1, -8, 1, -15, 4, 20, -14, -2

# (cont.)
# Every second line gives: LMP1 NFkB inh, TLR9-MyD88 inh, Vif imaging, SRC1 inh, C8 TRAIL sens, SRC3 inh, NOD2-RIPK2 inh, TROY signal inh, NCOA2 inhibitor, COUP-TFII inh, LRH-1 inv ag
O=C(Cn1c(=O)oc2ccccc21)Nc1nc(-c2ccccc2)cs1
  4, -7, -8, 5, 4, 4, -11, -6, 11, 19, -12
O=c1[nH]c(CSc2ccccc2)nc2c1oc1ccccc12
  -4, 15, 6, -27, 3, -9, 4, -15, -10, -2, -1
CN(CC(=O)Nc1ccc(N2CCOCC2)cc1)CC(=O)Nc1ccc(C(F)(F)F)cc1
  37, -3, -4, 3, -26, 6, 2, -4, 7, 2, 3
O=C(NC1CCCCC1)C(c1cccc2ccccc12)n1c(=O)c(-c2ccco2)nc2ccccc21 (stereo not drawn)
  ·, ·, ·, ·, -14, ·, 14, ·, -8, 1, 17
Cc1ccc(S(=O)(=O)N2CCN(C(=O)CN3C(=O)NC4(CCOc5ccccc54)C3=O)CC2)cc1 (stereo not drawn)
  -7, 7, 13, -5, 12, 2, -3, 9, 2, 10, 1
COCc1ccc(-c2c(-c3ccsc3)sc3ccccc23)cc1
  -11, -7, -2, -3, 7, -3, -8, -12, -21, 5, -7
COc1ccccc1Nc1nc(NCCO)nc(N)c1[N+](=O)[O-]
  ·, ·, -2, 15, -15, 17, 0, -3, 7, 2, 27
CCN1CCC(O)(/C=C/c2ccc(C)cc2)C(C(=O)/C=C/c2ccc(C)cc2)C1 (stereo not drawn)
  -60, -6, 2, -29, 49, 6, 11, 28, -21, -3, 10

# Source: PubChem (several laboratories)
